IMP-1 inh – blocks Pseudomonas aeruginosa IMP-1 metallo-beta-lactamase | 290,000 tested, 0.45% active | AID 1556 | purified IMP-1, nitrocefin hydrolysis, epi-absorbance fluorescence | inhibition, % at 5.6 µM;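 active = inhibition above the mean plus 3 SD of all compounds in the same screening run, cut at about 4.5% in these data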;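 also: 0% = IMP-1 with DMSO and 100% = DMSO wells lacking enzyme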
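system = purified recombinant IMP-1 beta-lactamase | amount = 0.2 nM IMP-1, as dispensed | medium = HEPES buffer pH 7.1 with ZnSO4 and Brij 35 | times = 25 °C, 15 min preincubation, 25 min reaction | detection = plate fluorescence quenching by hydrolysis product, ex 480/em 530 nm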
NS3 helicase inh – blocks Hepatitis C virus NS3 helicase unwinding. NS3 helicase DNA unwinding, Cy5 molecular beacon fluorescence. AID 1800. inhibition, % at 10.9 µM. 290,000 tested, 0.56% active;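 active = inhibition above the mean of all tested compounds plus 3 SD, set per campaign, cut at about 35% in these data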;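 also: 0% = DMSO wells and 100% = thioflavine S control wells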
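Test system: hepatitis C virus NS3 helicase domain fragment enzyme. Also added: annealed dual-labelled DNA beacon duplex, ATP-started. Timing: 60 min unwinding reaction at 25 °C after ATP addition. Technique: Cy5 fluorescence. Measure: % inhibition of unwinding.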
VIM-2 inhibitor – blocks Pseudomonas aeruginosa VIM-2 metallo-beta-lactamase. purified VIM-2, nitrocefin hydrolysis, epi-absorbance fluorescence. inhibition, % at 5.6 µM. 290,000 tested, 0.89% active. AID 1527;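 active = inhibition above the mean of all tested compounds plus 3 SD, cutoff set per screening run, cut at about 7.5% in these data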;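 also: red hydrolysis product quenches plate fluorescence so inhibitors raise well fluorescence; 0% = enzyme with DMSO and 100% = DMSO without enzyme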
IDE act – IDE (human) activation, cell-based | P14735 | HEK cells, FAbeta-B cleavage, fluorescence polarization; 0% vehicle, 100% cell-free pure enzyme wells | activation, % at 5.96 µM | 340,000 tested, 0.073% active | AID 493087;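 active = activation above the mean of all tested compounds plus 3 SD, set per screening campaign, cut at about 17% in these data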
FID counter – displaces DNA intercalator in HCV helicase counter-screen; AID 1845; 290,000 tested, 0.17% active; DNA fluorescent intercalator displacement, fluorescence; inhibition, % at 7.9 µM; in the data active = inhibition above about 37%;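 also: 0% = vehicle and 100% = reference compound; higher means more ethidium bromide displaced from hairpin DNA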
M18AAP inhibitor – blocks P. falciparum M18 aspartyl aminopeptidase | 290,000 tested, 1.2% active | inhibition, % at 7.35 µM | recombinant PfM18AAP, H-Glu-NHMec fluorogenic cleavage;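 active = inhibition above the campaign mean inhibition over all tested compounds plus 3 SD, cut at about 28% in these data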;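 also: 0% = plate median of test compound wells and 100% = 2 mM ZnCl2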
IDE cell inh – cellular human IDE inhibition; inhibition, % at 5.59 µM; P14735; AID 434962; HEK cells, FAbetaB cleavage, fluorescence polarization; 320,000 tested, 0.41% active;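 active = percent inhibition above the average of all tested compounds plus 3 SD, set per screening campaign, cut at about 16% in these data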;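 also: IDE supplied by intact live HEK cells; FP after avidin binding of uncleaved biotin substrate so inhibition keeps polarization high; 0% = DMSO wells and 100% = 60 µM reference IDE inhibitor Ii1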
UBC9 SUMO inh – blocks human SUMOylation mediated by UBC9. HTRF SUMOylation assay, SAE1/SAE2 + UBC9, in vitro. 290,000 tested, 0.36% active. inhibition, % at 35 µM. AID 2006. P63279; in the data active = inhibition above about 50%, passing the limit was not always enough; also: strong numbers were not always called active
p-CIP stab down – lowers stability of the mouse p/CIP coactivator protein; Q05BA5; F442A p/CIP-EGFP cells, EGFP fluorescence, 16 h; decrease of EGFP signal, % at 10 µM; 290,000 tested, 0.01% active; AID 1984;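 active = EGFP signal decrease of at least 30% at 10 µM or well 3 SD below plate mean, unless failing retest; inactive = the rest, including hits failing retest or dose response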; also: some compounds called inactive have numbers as strong as hits; many of its hits are not listed in these tables
Target sequence (Q05BA5 1-1403): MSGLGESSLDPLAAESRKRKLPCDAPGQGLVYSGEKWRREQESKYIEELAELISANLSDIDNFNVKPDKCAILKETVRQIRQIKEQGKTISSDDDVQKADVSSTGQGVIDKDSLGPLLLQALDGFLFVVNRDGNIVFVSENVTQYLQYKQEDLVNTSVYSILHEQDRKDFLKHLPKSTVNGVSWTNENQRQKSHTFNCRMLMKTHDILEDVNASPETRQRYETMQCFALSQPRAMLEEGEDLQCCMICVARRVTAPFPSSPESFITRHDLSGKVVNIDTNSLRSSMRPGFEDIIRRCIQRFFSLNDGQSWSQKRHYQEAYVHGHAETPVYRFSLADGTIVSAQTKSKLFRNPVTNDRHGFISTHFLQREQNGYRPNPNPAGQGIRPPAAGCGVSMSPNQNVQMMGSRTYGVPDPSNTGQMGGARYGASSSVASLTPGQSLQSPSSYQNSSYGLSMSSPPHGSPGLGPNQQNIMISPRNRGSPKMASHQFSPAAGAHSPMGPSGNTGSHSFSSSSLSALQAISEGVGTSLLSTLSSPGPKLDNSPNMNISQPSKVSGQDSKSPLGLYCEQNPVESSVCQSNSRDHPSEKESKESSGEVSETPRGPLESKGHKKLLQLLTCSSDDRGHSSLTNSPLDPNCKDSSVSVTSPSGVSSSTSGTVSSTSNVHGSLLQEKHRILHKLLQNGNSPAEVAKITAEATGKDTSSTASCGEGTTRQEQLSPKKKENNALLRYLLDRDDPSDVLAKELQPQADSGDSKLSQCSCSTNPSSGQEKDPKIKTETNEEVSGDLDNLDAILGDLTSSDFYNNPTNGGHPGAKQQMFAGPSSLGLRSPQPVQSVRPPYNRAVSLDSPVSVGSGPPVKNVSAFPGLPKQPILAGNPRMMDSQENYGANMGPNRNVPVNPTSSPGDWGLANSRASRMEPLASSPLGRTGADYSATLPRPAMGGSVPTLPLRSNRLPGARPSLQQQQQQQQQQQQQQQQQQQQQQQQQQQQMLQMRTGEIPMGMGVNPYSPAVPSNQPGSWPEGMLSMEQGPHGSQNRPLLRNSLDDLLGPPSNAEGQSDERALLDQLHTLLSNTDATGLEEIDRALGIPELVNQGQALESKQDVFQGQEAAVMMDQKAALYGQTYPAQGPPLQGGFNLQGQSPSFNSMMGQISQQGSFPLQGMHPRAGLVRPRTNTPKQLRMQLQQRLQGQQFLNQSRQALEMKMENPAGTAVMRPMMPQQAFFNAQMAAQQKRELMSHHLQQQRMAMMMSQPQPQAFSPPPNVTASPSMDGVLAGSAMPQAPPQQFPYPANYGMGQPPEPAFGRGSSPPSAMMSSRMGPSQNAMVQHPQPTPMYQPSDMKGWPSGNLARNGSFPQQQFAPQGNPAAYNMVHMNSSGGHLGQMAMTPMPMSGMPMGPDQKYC
The depositor's hits bear a star; . = no result given. Outcome played no part in choosing rows; any-hit rate near 3.6%.

SMILES | IMP-1 inh | NS3 helicase inh | VIM-2 inhibitor | IDE act | FID counter | M18AAP inhibitor | IDE cell inh | UBC9 SUMO inh | p-CIP stab down
CCc1nnc(NC(=O)CSc2ncnc3c2oc2ccccc23)s1 | -4.1 | 0 | -6.7 | -2 | -3 | 8 | 6 | -42 | -3
CCOC(=O)CNC(=O)c1cc(-c2ccccn2)nc2c(C)c(Cl)ccc12 | -0.3 | -3 | -0.1 | 4 | -5 | -7 | 1 | 8 | -10
COc1ccccc1/C=C/C=N/NC(=O)c1ccccn1 | -6.6 | 1 | -6.0 | 6 | -11 | 5 | 0 | 9 | 8
Cn1cnc(Sc2ncnc3nc[nH]c23)c1[N+](=O)[O-] | -1.8 | -2 | -0.5 | 1 | -5 | 3 | -7 | 29 | -4
CCOc1ncccc1C(=O)OCC(=O)c1cc(C)n(Cc2ccco2)c1C | -2.5 | -3 | 0.2 | -2 | -19 | 3 | 1 | 11 | -14
CCn1c(SCc2cccc(C)c2)nnc1-c1ccccc1 | -1.0 | -7 | -1.9 | 9 | -19 | 3 | 0 | 28 | -3
Cc1ccc(S(=O)(=O)NCCCNC(=O)N2CCOCC2)cc1 | -3.2 | 9 | -4.2 | -6 | -11 | 7 | 4 | 19 | -3
CCOc1ncccc1C(=O)Nc1ccc(S(=O)(=O)Nc2nccs2)cc1 | -2.9 | -2 | 0.8 | 5 | -16 | 3 | 1 | 9 | 14
Cc1ccnc(NC(=O)C2CCC(CNc3c(N4CCCC4)c(=O)c3=O)CC2)c1 (stereo unspecified) | -5.3 | -5 | -2.9 | -5 | -19 | 1 | -4 | 0 | -1
CN1CCN(S(=O)(=O)c2cccc(C(=O)Nc3cccc(S(N)(=O)=O)c3)c2)CC1 | -2.6 | -1 | 0.0 | -3 | 12 | -11 | -2 | -8 | 4
COc1cc(S(=O)(=O)NC(C)C)ccc1Cl | -3.9 | 3 | -3.3 | 4 | 1 | 3 | -1 | 12 | 0
O=C(COCC(=O)NCc1ccccc1)NCc1ccccc1 | 0.7 | -1 | -0.7 | 1 | 0 | -3 | 1 | 7 | 3
COc1ccc(CNC(=O)c2ccc(NC(=O)CC3SC(N4CCCCC4)=NC3=O)cc2)cc1 (stereo unspecified) | -0.4 | 8 | -0.4 | 1 | -43 | 6 | 1 | 20 | -4
O=C(Cc1csc(-c2ccccc2)n1)NCc1cccs1 | -4.3 | -1 | -1.3 | 2 | -7 | -2 | 4 | 3 | -16
CSc1ccc(Cl)c(C(=O)Nc2ccc(Cl)cn2)c1 | -1.6 | 4 | -1.0 | -4 | -3 | -12 | -1 | -4 | 3
NNS(=O)(=O)c1ccc2c(c1)Cc1cc(S(=O)(=O)NN)ccc1-2 | -2.3 | 39* | -2.5 | 2 | 4 | 4 | -1 | 21 | -2
CCN(CC)C(=O)COc1ccc(S(=O)(=O)N2CCCC2)cc1 | -1.5 | 9 | -2.4 | 4 | -7 | -3 | -3 | 1 | -14
CCCC(=O)Nc1c2c(nn1-c1ccccc1)CSC2 | -1.8 | 0 | -2.0 | 4 | -6 | -1 | 2 | 9 | -4
CCN(CC)C(=O)C1CCCN(C(=O)Nc2ccc(NC(=O)N3CCCC(C(=O)N(CC)CC)C3)cc2)C1 (stereo unspecified) | -1.4 | -15 | -4.6 | 2 | -25 | 5 | -3 | -5 | 13
CCN(CC)S(=O)(=O)c1cccc(C(=O)N/N=C/c2cccc(O)c2O)c1 | -2.2 | 46* | -2.7 | -3 | -13 | 21 | 1 | 30 | 4

Sorted by the number under NS3 helicase inh (falling): three of the compounds above.
Molecule	IMP-1 inh	NS3 helicase inh	VIM-2 inhibitor	IDE act	M18AAP inhibitor	IDE cell inh	UBC9 SUMO inh	p-CIP stab down
CCN(CC)S(=O)(=O)c1cccc(C(=O)N/N=C/c2cccc(O)c2O)c1	-2.2	46*	-2.7	-3	21	1	30	4
CSc1ccc(Cl)c(C(=O)Nc2ccc(Cl)cn2)c1	-1.6	4	-1.0	-4	-12	-1	-4	3
COc1cc(S(=O)(=O)NC(C)C)ccc1Cl	-3.9	3	-3.3	4	3	-1	12	0

Next part
SMILES | IMP-1 inh | NS3 helicase inh | VIM-2 inhibitor | IDE act | FID counter | M18AAP inhibitor | IDE cell inh | UBC9 SUMO inh | p-CIP stab down
CCCCOC(=O)C[N+](C)(C)CCOC1CC2CCC1(C)C2(C)C (stereo unspecified) | -1.8 | -57 | -1.7 | 0 | 23 | -16 | 2 | -12 | -1
CCOc1ccc2nc(NC(=O)CSc3nc4cccnc4n3C)sc2c1 | 4.3 | -5 | -1.5 | -4 | 2 | 10 | 6 | -4 | -6
COc1cc(NC(=O)CSc2nnc(-c3ccncc3)o2)cc(OC)c1OC | -2.9 | 0 | -1.4 | -4 | -11 | -1 | 6 | 2 | 12
CCCCN(c1ccccc1)c1ncnc2nc[nH]c12 | -1.4 | -7 | -1.2 | 5 | -15 | -7 | 2 | 11 | -11
O=C(O)Cn1cc(/C=N/NC(=O)c2cc3cc(Br)ccc3o2)c2ccccc21 | -3.2 | 9 | -3.5 | 6 | -36 | 4 | 6 | 1 | 1
O=C(CN1C(=O)NC2(CCOc3ccccc32)C1=O)c1ccc(Br)cc1 (stereo unspecified) | -1.9 | -2 | -1.0 | 4 | -21 | 2 | 0 | 1 | 0
COc1cc(SC)ccc1C(=O)Nc1nc(C)cc(C)n1 | -2.4 | -11 | 0.9 | 8 | -13 | -1 | 3 | 3 | 0
O=C(CNC(=O)c1ccc(Br)cc1)c1ccc(Br)cc1 | -1.5 | -2 | -0.4 | -3 | -5 | -16 | -1 | 17 | -4
CC(=O)Nc1ccc(S(=O)(=O)N2CCc3ccccc3C2CC(=O)O)cc1 (stereo unspecified) | -3.3 | -4 | 0.2 | 2 | -8 | 2 | 1 | 20 | -8
CCOc1cc2c(cc1OCC)C(c1ccc(C(=O)O)cc1)NCC2 (stereo unspecified) | -1.6 | 5 | -1.5 | -3 | -2 | -4 | 0 | 16 | -16
Cc1csc(CCc2nc(C)cs2)n1 | -4.1 | 3 | -3.3 | 1 | 4 | 2 | 5 | 2 | -2
CC1(C)CC(=O)c2cnc(NC(=O)C3CCCC3)nc2C1 | 1.0 | 4 | -0.4 | 0 | -4 | -9 | 12 | -15 | -1
CC(C(=O)Nc1ccccc1)N(c1cccc(Cl)c1)S(C)(=O)=O (stereo unspecified) | -1.2 | -4 | -0.4 | -5 | -8 | -2 | -6 | -3 | -8
COc1ccc(C2=NS(=O)(=O)N(C)C(C(=O)NCc3ccccn3)=C2)cc1OC | -0.8 | 3 | -0.7 | 2 | -17 | 14 | 5 | 1 | 4
CC1C(c2ccccc2)N(C)C(c2ccccc2)CC1(O)c1ccccc1 (stereo unspecified) | -4.0 | -7 | -2.8 | 5 | 0 | -7 | -3 | -39 | -5
O=C(Nc1ccc2c(c1)OCCO2)c1ccc(Br)o1 | -3.2 | 4 | -0.6 | 0 | 3 | -7 | 7 | 2 | 0
O=C1NCC(O)=C1C=Nc1ccccc1O | -3.3 | 0 | -4.3 | -1 | -6 | 11 | -2 | 0 | -7
O=C(Nc1ccc(NC(=S)NC(=O)c2cccs2)cc1)c1ccccc1 | -4.0 | 6 | -5.4 | -3 | -3 | 1 | 8 | -12 | -5
Cn1c(SCC(=O)Nc2cccc(F)c2)nnc1-c1cccnc1 | -1.0 | -7 | 0.5 | -3 | 1 | -9 | 4 | 11 | -5
Cc1cccc(OCCNc2cc(N3CCOCC3)ccc2[N+](=O)[O-])c1 | -1.4 | -9 | -1.4 | 2 | 2 | -10 | -3 | -20 | 8
Cc1ccc(-c2nn3c(=O)c(C)nnc3s2)cc1 | -5.4 | 4 | -1.3 | 6 | -2 | -14 | -1 | 3 | 1
COCCNC(=O)CCn1c(=O)oc2ccccc21 | -3.2 | -2 | -1.0 | -2 | -6 | -4 | 10 | 3 | -1
Cc1ccc(S(=O)(=O)NCC(=O)N(CC(=O)NCC2CCCO2)c2ccc(Cl)cc2)cc1 (stereo unspecified) | -2.5 | 6 | -3.8 | -1 | -43 | 2 | 5 | -6 | 6
CCCOc1ccc(CCC(=O)N/N=C/c2ccncc2)cc1 | -1.8 | -4 | -6.5 | -2 | -18 | 2 | -2 | -3 | -8
CC(C)N(C(C)C)S(=O)(=O)c1ccc(Cl)nc1 | -2.4 | -4 | -1.9 | -1 | -1 | -1 | 9 | -6 | 4
O=C(c1ccc(Br)o1)N1CCc2ccccc21 | -2.9 | 1 | -1.7 | . | -6 | 3 | 3 | 5 | -8
O=C(c1ccc2c(=O)n(-c3ccccc3)c(=O)[nH]c2c1)N1CCCCC1 | -1.0 | -1 | 0.3 | -2 | -8 | 1 | 1 | 7 | -9
O=C(Nc1nc(=O)n(C(=O)C2CC2)s1)c1ccccc1 | -1.8 | 12 | -1.9 | -6 | -3 | 6 | 4 | 14 | -4
CSc1ccc(C(=O)C2CCCN(C(=O)CCCn3cncn3)C2)cc1 (stereo unspecified) | -0.6 | 7 | 0.1 | 7 | -15 | -6 | -9 | -11 | -9
O=C(CN1CCN(Cc2ccccc2Cl)CC1)N/N=C/C=C\c1ccccc1[N+](=O)[O-] | -4.1 | 0 | -2.1 | -6 | -2 | 1 | 10 | -7 | 10
NCc1ccccc1COc1ccccc1 | -1.4 | 5 | -1.3 | 7 | -1 | -4 | 4 | 4 | 0
O=C(O)c1ccc(Cl)c(S(=O)(=O)N(Cc2ccccc2)c2ccccc2Cl)c1 | 0.0 | -33 | 0.1 | 6 | 3 | -8 | 0 | 30 | -7
Oc1ccccc1C=NCCCCCCN=Cc1ccccc1O | -0.7 | 4 | -2.4 | -3 | 2 | -3 | -1 | 23 | -9
COc1ccc(S(=O)(=O)NCC(=O)N(CC(=O)NCC2CCCO2)c2cc(C)ccc2C)cc1 (stereo unspecified) | -2.4 | -5 | 1.4 | -1 | -38 | 8 | 0 | 20 | 3
COc1ccccc1N1CCN(CC(=O)Nc2sccc2C#N)CC1 | -2.3 | 3 | -1.8 | 2 | -15 | -2 | 0 | -1 | 0
S=c1[nH]nc(-c2ccccn2)n1/N=C/c1cccc(Cl)c1 | 0.0 | 1 | -0.4 | -3 | 0 | -5 | -8 | 1 | -3
CN(CC(=O)NCc1ccco1)S(=O)(=O)c1ccc2c(c1)c(=O)n(C)c(=O)n2C | -3.3 | -13 | -2.6 | -2 | -4 | -12 | -2 | 2 | -21
CC(=O)Nc1ccc(NC(=O)c2ccco2)cc1 | -2.8 | -14 | -3.3 | 0 | -2 | 0 | 7 | 8 | 4
Cc1ccc(C(C[N+](=O)[O-])c2c(N)n(C)c(=O)n(C)c2=O)cc1 (stereo unspecified) | -1.8 | 0 | -2.2 | -2 | 0 | 18 | -6 | 8 | -9
Cc1c(Br)c(C(F)(F)F)nn1CC(=O)NCCCn1ccnc1 | -4.9 | -9 | 0.0 | 11 | -3 | 0 | 8 | 7 | 1
COc1cccc(CNCCSc2nnnn2C)c1 | -4.8 | 9 | -1.7 | 0 | 3 | 5 | -9 | 18 | -5

High-throughput results (PubChem)
